Source: PubChem (several laboratories)
BAP1 inh: blocks human BAP1 ubiquitin-AMC hydrolysis; activity remaining (% of control), % at 20 µM; Q92560; hit rate 0.48% among 72,000; recombinant BAP1, Ub-AMC hydrolysis fluorescence kinetic; active compounds read low; AID 436;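 active means activity remaining at or below 50% of control, provided the compound also passes the data quality filters; inactive means the rest, including low values that fail the filters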;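 further: 100% = DMSO wells rate and 0% = substrate alone blank rate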
Target sequence (Q92560 whole entry, looked up): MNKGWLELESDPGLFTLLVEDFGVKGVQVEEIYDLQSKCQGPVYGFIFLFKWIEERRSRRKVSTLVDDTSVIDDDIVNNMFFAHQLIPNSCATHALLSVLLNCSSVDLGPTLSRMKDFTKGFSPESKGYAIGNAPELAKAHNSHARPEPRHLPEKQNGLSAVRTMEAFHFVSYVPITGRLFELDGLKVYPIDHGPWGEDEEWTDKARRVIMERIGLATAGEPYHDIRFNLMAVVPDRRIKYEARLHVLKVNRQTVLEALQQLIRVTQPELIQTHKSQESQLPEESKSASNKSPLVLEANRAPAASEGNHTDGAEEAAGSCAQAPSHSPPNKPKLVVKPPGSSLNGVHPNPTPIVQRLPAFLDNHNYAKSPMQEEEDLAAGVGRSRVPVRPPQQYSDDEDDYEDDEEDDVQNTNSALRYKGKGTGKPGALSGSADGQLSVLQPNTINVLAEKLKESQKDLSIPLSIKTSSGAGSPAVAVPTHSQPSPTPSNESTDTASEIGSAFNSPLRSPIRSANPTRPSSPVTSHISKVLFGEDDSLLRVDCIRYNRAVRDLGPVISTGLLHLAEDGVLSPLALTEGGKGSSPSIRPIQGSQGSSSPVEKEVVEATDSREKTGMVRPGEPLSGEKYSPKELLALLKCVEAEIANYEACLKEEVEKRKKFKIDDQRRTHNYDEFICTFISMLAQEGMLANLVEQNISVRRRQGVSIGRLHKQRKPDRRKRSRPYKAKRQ
HePTP inhibitor: human HePTP phosphatase inhibition. P35236. hit rate 0.64% among 110,000. inhibition, % at 20 µM. recombinant HePTP phosphatase activity, OD absorbance; in the data active means inhibition above about 50%;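 further: plate controls were vehicle for no effect and reference inhibitor for full effect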
Target sequence (P35236 whole entry, looked up): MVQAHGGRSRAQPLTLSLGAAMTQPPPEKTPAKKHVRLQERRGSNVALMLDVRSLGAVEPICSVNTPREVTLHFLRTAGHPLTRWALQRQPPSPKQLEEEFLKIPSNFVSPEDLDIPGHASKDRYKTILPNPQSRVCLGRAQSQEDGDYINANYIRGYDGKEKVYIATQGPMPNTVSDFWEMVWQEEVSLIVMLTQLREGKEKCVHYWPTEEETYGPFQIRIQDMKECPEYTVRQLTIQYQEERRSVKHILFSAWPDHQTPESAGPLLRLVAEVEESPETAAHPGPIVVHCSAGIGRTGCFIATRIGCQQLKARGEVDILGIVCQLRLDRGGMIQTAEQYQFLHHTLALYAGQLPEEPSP
The depositor's hits bear a star; · = not tested or not shown; & = joins results of further samples.

Values run as follows: BAP1 inh, HePTP inhibitor
> COc1ccccc1-n1cnnc1SCC(=O)Nc1cc(C(C)(C)C)nn1-c1ccccc1
 : 109, 0
> COc1ccc(-c2nc(CSCC(=O)N3CCC(C(N)=O)CC3)c(C)o2)cc1OC
 : 96, 7
> CCCC(c1nnnn1CS(=O)(=O)c1ccc(C)cc1)N1CCN(c2ccc(F)cc2)CC1 (stereo not drawn)
 : 53, 8
> O=C(Nc1cc(C(F)(F)F)ccc1Cl)C1CC(=O)N(c2ccc(Br)cc2)C1 (stereo not drawn)
 : ·, -3
> CN1C(=O)/C(=C\c2ccc([N+](=O)[O-])cc2)SC1=S
 : ·, 4
> O=C(OCn1nnc2ccccc2c1=O)c1ccc2ncsc2c1
 : 108, 8
> CCC1CCc2c(sc(NC(=O)c3ccc(C(C)C)cc3)c2C(N)=O)C1 (stereo not drawn)
 : ·, -16
> CC1(C)NC(=O)N(CC(O)COc2ccc(Cl)cc2)C1=O (stereo not drawn)
 : ·, -3
> CCOc1ccccc1-n1c(SCC(=O)NC2CCCC2)nnc1-c1ccoc1C
 : 113, 9
> N#CC(C(=O)c1ccc(S(=O)(=O)N2CCCCCC2)cc1)c1nc2ccccc2[nH]1 (stereo not drawn)
 : 75, 6
> CS(=O)(=O)N(CCc1ccccc1)CC(=O)NCc1ccccn1
 : 126, 14
> Cn1nc(-c2ccc(N3CCOCC3)c(NC(=O)c3ccccc3)c2)c2ccccc2c1=O
 : 121, -3
> CCOc1ccc(N2C(=O)CC(N3CCC(Cc4ccccc4)CC3)C2=O)cc1 (stereo not drawn)
 : ·, 3
> O=C(NCC1CCS(=O)(=O)C1)Oc1ccccc1 (stereo not drawn)
 : 108, 8
> CCN(CC)CCNC(=O)C1c2ccccc2C(=O)N(C)C1c1cn(C)c2ccccc12 (stereo not drawn)
 : 99, -7
> CCOC(=O)N1CCN(C(=O)c2ccc(CNS(=O)(=O)c3ccc(C)cc3)cc2)CC1
 : 107, 6
> COc1ccc(C(=O)Nc2ccc3oc(-c4ccc(N(C)C)cc4)nc3c2)cc1
 : ·, 10
> O=c1c2ccccc2nc2n1CCS2
 : 81, 5&5
> N#Cc1cc2cc3c(cc2nc1N1CCOCC1)OCO3
 : ·, 5
> CCOc1cc(/C=C(/C#N)C(=O)Nc2cccc(Br)c2)cc(Cl)c1OCC(=O)O
 : ·, 5

Going on with the list.
Values run as follows: BAP1 inh, HePTP inhibitor
> Nc1cc(-c2nc3ccccc3s2)ccc1Cl
 : ·, 10
> CC(=O)N1CCC(C(=O)Nc2ccccc2)(N(Cc2ccccc2)C(=O)c2cccnc2)CC1
 : ·, 2
> O=C(CSc1nnc2c(n1)[nH]c1ccccc12)N1c2ccccc2Sc2ccccc21
 : ·, 6
> O=C(O)CCc1ccc(-c2ccccc2)n1Cc1ccco1
 : 104, -8
> CCOC(=O)c1c(NC(=O)C23CC4CC(CC(C4)C2)C3)sc(C(=O)Nc2ccccc2OC)c1C
 : ·, 6
> Cc1nn(-c2nc3ccccc3s2)c(N)c1Sc1ccc(F)cc1
 : ·, 6
> N#CC(=C1CCCCC1)c1nc(-c2cc3ccccc3oc2=O)cs1
 : ·, -4
> Nc1[nH]nc2nc(N3CCCC3)nc(-c3ccccc3)c12
 : 92, 4
> Cc1cc2c(cc1C)NC(CC(=O)Nc1ccccc1C(F)(F)F)C(=O)N2 (stereo not drawn)
 : ·, 3
> Cc1nn(-c2ccccc2)c2[nH]c(=O)c(CNc3ccc4c(c3)OCCO4)cc12
 : 88, -3
> O=C(c1ccco1)N1CCN(CC(=O)N2CCCc3c2c(=O)oc2ccc(O)cc32)CC1
 : 86, 8
> Cc1cc(C)n(C(=O)c2ccc(Cl)c([N+](=O)[O-])c2)n1
 : ·, 7
> COc1ccccc1-c1ccc(=O)n(CC(=O)NCc2ccc3c(c2)OCO3)n1
 : 62, 7
> Cn1c(SCC(=O)Nc2sc3c(c2C#N)CCC3)nnc1C1COc2ccccc2O1 (stereo not drawn)
 : ·, 7
> Cc1ccc2[nH]c(=O)c(CN(CCCO)S(=O)(=O)c3c(C)ccc4nsnc34)cc2c1
 : 87, -2
> CC(=O)N1CCc2ccc(C(=O)CN3CCN(c4cccc(C)c4C)CC3)cc21
 : 151, -9
> CCC(C(=O)Nc1ccccc1I)c1ccccc1 (stereo not drawn)
 : ·, -12
> COc1c(Cl)cc(C(=O)Nc2ccc(O)c(-c3nc4cc(C)ccc4o3)c2)cc1Cl
 : ·, 2
> CC(Oc1ccc(Cl)cc1Cl)C(=O)NCCN1CCOCC1 (stereo not drawn)
 : 100, -14
> CC(C)Oc1ccc(C(CC(=O)O)NC(=O)C2CCCCC2)cc1 (stereo not drawn)
 : 103, 6

Overlap with the part before: three entries; new compounds follow.
Values run as follows: BAP1 inh, HePTP inhibitor
> COc1c(Cl)cc(C(=O)Nc2ccc(O)c(-c3nc4cc(C)ccc4o3)c2)cc1Cl
 : ·, 2
> CC(Oc1ccc(Cl)cc1Cl)C(=O)NCCN1CCOCC1 (stereo not drawn)
 : 100, -14
> CC(C)Oc1ccc(C(CC(=O)O)NC(=O)C2CCCCC2)cc1 (stereo not drawn)
 : 103, 6
> COc1ccc(C(C)=O)cc1N1C(=O)C2C3C=CC(C3=C(C)C)C2C1=O (stereo not drawn)
 : ·, -5
> N#CCSCC(=O)Nc1ccc(F)cc1
 : 114, 7
> Cc1ccc(N2C(=O)/C(=C/c3ccccc3)SC2=S)cc1C
 : ·, 6
> Clc1ccc(Sc2c(-c3ccccc3)nc3sccn23)cc1
 : ·, -5
> Cc1cc(NC(=O)c2cnn3cccnc23)nn1CC(=O)Nc1cccnc1
 : 70, 2
> COc1ccccc1NC(=O)c1c(NC(=O)c2ccco2)sc2c1CCCC2
 : ·, 4
> COc1ccc(NC(=O)c2c(C)cc(=O)oc2C)c(OC)c1
 : 142, 1
> Cc1ccc(-c2nnc(Nc3ccc4c(c3)ncn4C)c3ccccc23)cc1
 : ·, -3
> O=Cc1ccc(/C=C2/SC(=S)N(Cc3ccccc3)C2=O)cc1
 : ·, 6
> CC1(C)Cc2c(sc(NC(=O)Nc3ccccc3)c2C(N)=O)CO1
 : ·, 5
> CCOC(=O)CN1C(=O)C(CC)Oc2ccccc21 (stereo not drawn)
 : 93, 3
> CCOC(=O)NC(CC(=O)O)c1ccc(OCC)cc1 (stereo not drawn)
 : 96, 7
> CC1(C)CC(=O)c2sc(NS(C)(=O)=O)nc2C1
 : 93, 14
> O=S(=O)(Nc1ccc(O)c2ccccc12)c1ccc(F)cc1
 : ·, 4
> CCOC(=O)c1c(NC(=O)COc2ccc(Br)c(C)c2)sc2c1CCC2
 : ·, 5
> O=C(c1ccccc1)c1ccc(N2CCNCC2)cc1
 : 110, 0
> CC1(C)CC(=O)C(C(c2cccc([N+](=O)[O-])c2)C2C(=O)CC(C)(C)CC2=O)C(=O)C1
 : 73, ·
> COC(=O)c1ccc(/C=C2\C(=O)NC(=O)N(c3ccc(Cl)cc3)C2=O)cc1
 : ·, -2
> CSc1ccccc1NC(=O)CN(Cc1ccccc1)S(C)(=O)=O
 : 91, 4
> O=S(=O)(Cc1ccccc1)c1nc2ccccc2n1Cc1ccc(Cl)cc1
 : ·, 4

Following part.
Values run as follows: BAP1 inh, HePTP inhibitor
> O=C(O)c1nn(-c2ccccc2)nc1-c1nn(-c2ccccc2)nc1C(=O)O
 : 93, 6
> CCOC(=O)C1CCCN(C(=O)c2sc3nc(-c4ccccc4)cn3c2C)C1 (stereo not drawn)
 : 108, 1
> CO/N=C(/C(=N/OC)c1ccccc1)c1ccccc1
 : ·, 3
> O=C1c2ccccc2NC(c2cccc(O)c2)N1c1ccc(Cl)cc1 (stereo not drawn)
 : ·, -2
> C=CCSC1=C(C#N)C(c2ccccc2OC)CC(=O)N1 (stereo not drawn)
 : 98, -1
> c1ccc(CSc2nncn2-c2ccccn2)cc1
 : 112, 10
> COc1ccc2[nH]c(=O)c(CN(C(C)=O)C3CCCCC3)cc2c1
 : 54, 6
> COc1ccc(Nc2nc(Nc3ccc([N+](=O)[O-])cc3)nc(OC)n2)cc1
 : ·, -12
> COc1ccc(S(=O)(=O)N2CCN(C(=O)c3cccc(F)c3)CC2)cc1
 : ·, -1
> COCCNC(=O)CN(c1ccc(C)cc1)S(=O)(=O)c1ccc(OC)c(OC)c1
 : ·, 10
> CC(=O)N1CCc2cc(C(=O)CN3CCN(C(=O)c4ccco4)CC3)ccc21
 : 93, 9
> COCCCNc1oc(-c2ccccc2F)nc1C#N
 : 66, 4
> COC(=O)CCC(=O)Nc1ccc(NC(C)=O)cc1
 : 86, 0
> O=C(NCc1ccco1)C1CCC(CNS(=O)(=O)c2cccc3cccnc23)CC1 (stereo not drawn)
 : 96, 10
> C=CCc1cccc(/C=N/NC(=O)CSc2ccccn2)c1O
 : ·, 5
> N#C/C(C(=O)N1CCOCC1)=C1\Nc2ccccc2S1
 : 98, 5
> COc1ccc(CCNC(=O)c2noc3c2CCCC3)cc1OC
 : 102, 6
> O=C(Nc1c(C(=O)N2CCC(Cc3ccccc3)CC2)cnn1-c1ccccc1)c1ccc(Br)cc1
 : 65, -9
> COc1ccc(C2=NN(CN3C(=O)C(=O)c4ccccc43)C(c3ccccc3)C2)cc1 (stereo not drawn)
 : ·, -11
> O=C(NCc1ccccc1)c1cnsn1
 : 89, 6

New compounds follow
Structure | BAP1 inh | HePTP inhibitor
O=c1[nH]c2cc([N+](=O)[O-])c([N+](=O)[O-])cc2[nH]c1=O | 78 | ·
O=C(Cc1ccccc1)Nc1cc(C(=O)O)cc(C(=O)O)c1 | · | -10
CCc1oc2ccccc2c1C(=O)CCN1CCCCC1 | 140 | 2
CCOC(=O)C(=CNc1ccc2c(c1)OCO2)C(=O)OCC | · | -1
O=C(NN1C(=O)/C(=C\c2ccccn2)SC1=S)c1ccccc1 | · | 0
CCSc1nnc2c(Cl)cc(Cl)cn12 | 110 | -2
NCCCC(=O)O | 97 | ·
COc1cccc(Cn2c(OCC3CCCO3)nc3c2c(=O)n(C)c(=O)n3C)c1 (stereo not drawn) | 96 | 6
CCOC(=O)c1cccc(NC(=O)CN2C(=O)C3C4C=CC(C4)C3C2=O)c1 (stereo not drawn) | 108 | 12
CCOc1ccc(C2=Nn3c(nnc3-c3ccc(OC)cc3)SC2)cc1 | 77 | 0
COc1ccc(CCN=C2SCC(=O)N2C)cc1OC | 99 | 5
Cc1cc(C)n(C(=O)C(C)N2C(=O)c3ccccc3C2=O)n1 (stereo not drawn) | 104 | 11

Following part:
Structure | BAP1 inh | HePTP inhibitor
Cc1cc2cc(CNC(=O)NC3CCCCC3)ccc2[nH]1 | 77 | ·
COc1ccccc1CNC(=O)c1ccc(S(=O)(=O)N(C)C)cc1 | 119 | 4
CCC(Sc1nnc(-c2ccc(C)c(Cl)c2)n1CC)C(=O)Nc1nccs1 (stereo not drawn) | 78 | 5
O=C(CCCc1ccccc1)NCCN1CCOCC1 | 93 | 1
CCOC(=O)CC(O)(c1ccccc1)C(F)(F)C(F)F (stereo not drawn) | · | 5
Cc1cc(C)nc(NS(=O)(=O)c2ccc(NC(=O)c3ccc4c(c3)OCO4)cc2)n1 | 97 | 6
C=CCn1c(SCC(=O)c2cccs2)nc2sc(CC)cc2c1=O | 91 | 3
Cc1cc(NC(=O)c2cc(-c3ccc(C)o3)nc3ccccc23)no1 | · | 16
CC(=O)c1ccc(NC(=O)c2cccc(N3C(=O)c4ccccc4C3=O)c2)cc1 | 139 | ·
COC(=O)C1=C(C)NC(=O)NC1/C=C/c1ccccc1 (stereo not drawn) | 85 | -4
O=C(Nc1c(Cl)cccc1Cl)C1C2CC/C=C\CC/C=C/CCC21 (stereo not drawn) | · | 8
Cc1cccc(-n2nc3c(c2NC(=O)CCC2CCCCC2)CS(=O)C3)c1C (stereo not drawn) | 90 | 15

Arranged by the number under HePTP inhibitor (descending): seven from the list above
| molecule | HePTP inhibitor |
| --- | --- |
| Cc1cccc(-n2nc3c(c2NC(=O)CCC2CCCCC2)CS(=O)C3)c1C (stereo not drawn) | 15 |
| O=C(Nc1c(Cl)cccc1Cl)C1C2CC/C=C\CC/C=C/CCC21 (stereo not drawn) | 8 |
| Cc1cc(C)nc(NS(=O)(=O)c2ccc(NC(=O)c3ccc4c(c3)OCO4)cc2)n1 | 6 |
| CCC(Sc1nnc(-c2ccc(C)c(Cl)c2)n1CC)C(=O)Nc1nccs1 (stereo not drawn) | 5 |
| COc1ccccc1CNC(=O)c1ccc(S(=O)(=O)N(C)C)cc1 | 4 |
| C=CCn1c(SCC(=O)c2cccs2)nc2sc(CC)cc2c1=O | 3 |
| O=C(CCCc1ccccc1)NCCN1CCOCC1 | 1 |

Seven entries already listed, ordered by length of the SMILES, smallest number first:
Structure | BAP1 inh | HePTP inhibitor
Cc1cc2cc(CNC(=O)NC3CCCCC3)ccc2[nH]1 | 77 | ·
COC(=O)C1=C(C)NC(=O)NC1/C=C/c1ccccc1 (stereo not drawn) | 85 | -4
COc1ccccc1CNC(=O)c1ccc(S(=O)(=O)N(C)C)cc1 | 119 | 4
Cc1cc(NC(=O)c2cc(-c3ccc(C)o3)nc3ccccc23)no1 | · | 16
CCC(Sc1nnc(-c2ccc(C)c(Cl)c2)n1CC)C(=O)Nc1nccs1 (stereo not drawn) | 78 | 5
Cc1cccc(-n2nc3c(c2NC(=O)CCC2CCCCC2)CS(=O)C3)c1C (stereo not drawn) | 90 | 15
Cc1cc(C)nc(NS(=O)(=O)c2ccc(NC(=O)c3ccc4c(c3)OCO4)cc2)n1 | 97 | 6

(further entries)
Structure | BAP1 inh | HePTP inhibitor
O=S(=O)(c1ccc(S(=O)(=O)N2CCN(C3CCCCC3)CC2)cc1)N1CCCCCC1 | 99 | 8
COC(=O)c1ccc(NC(=O)COc2ccc(S(=O)(=O)NC(C)C)cc2)cc1 | 149 | -2
Cc1ccc2[nH]c(=O)c(CN(CCc3ccccc3)Cc3nnnn3CC3CCCO3)cc2c1 (stereo not drawn) | 85 | -2
O=C(c1cc(I)ccc1Cl)N1CCN(c2ccc([N+](=O)[O-])cc2)CC1 | · | -15
